Bcl-B TR3 displacers = displacers of TR3 peptide from Bcl-B, primary screen, selectivity assay for Bfl-1 inhibitor project, biochemical, fluorescence polarization; FP displacement of FITC-TR3 peptide from Bcl-B; higher % means a stronger effect; displacement, % at 20 µM, or IC50 in µM where a hit was titrated; hit rate 0.11% among 96,000; AID 748;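 active means displacement above 50% at 20 µM plus a fluorescence interference ratio under 1.5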;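 further: plate controls were wells without compound for no effect and wells lacking Bcl-B protein for full effect; a part of the inactive calls stands beside numbers as strong as those of hits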
IL1B NFkB pot = enhances IL-1B driven NFkB nuclear translocation | AID 819 | HUVEC IL-1B NFkB p65 nuclear translocation imaging | activation, % at 2 µM | hit rate 0.3% among 94,000;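 active means activation above 40%, about the mean plus 3 SD, also judged a hit on visual image review; inconclusive means activation above 40% but not a hit on visual review; inactive means activation not above 40% and no visual hit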;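 further: percent activation is computed from the nuclear over cytoplasmic p65 intensity ratio; values of inactives mirror those of a sister screen read the other way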
NFkB transloc inh = blocks IL-1B driven NFkB nuclear translocation in HUVEC cells | HUVEC IL-1B NFkB p65 nuclear translocation imaging | inhibition, % at 2 µM | hit rate 0.43% among 94,000;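 active means inhibition above about 30% together with a positive call from visual inspection of the well image, limit read from the data; inconclusive means inhibition above a set limit but visual check negative; inactive means inhibition not above a set limit, visual check negative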;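 further: nuclear over cytoplasmic p65 intensity ratio measured by imaging; 0% = IL-1B stimulated DMSO wells and 100% = unstimulated DMSO wells; values of inactives mirror those of a sister screen read the other way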
MRP resist rev = MRP-mediated drug resistance reversal. differential viability (reversal), % at 10 µM. H69AR cells + 2 uM doxorubicin, CellTiter-Glo, 72 h. hit rate 0.04% among 85,000;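 active means viability drop by adding the cancer drug above about 55%, with treated viability meeting a 40% cutoff, limit read from the data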;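 further: viability without doxorubicin minus viability with 2 µM doxorubicin for each compound; larger differential means the compound sensitizes cells more to doxorubicin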
PLAP inhibitors HTS = PLAP enzyme inhibitors, biochemical, luminescence, HTS (AID 690). purified PLAP, luminescent substrate; higher % means a stronger effect. inhibition, % at 20 µM; hits with a dose series show IC50 in µM. hit rate 0.08% among 96,000; in the data active means a potency from the dose series; inactive means the rest, 99 in 100 with inhibition below about 30%; further: strong numbers were not always called active
MRP resist rev cytotoxicity = recorded beside MRP resist rev, whose call it bears; viability, %; H69AR cells, CellTiter-Glo, 72 h; measured here: cytotoxicity without doxorubicin
MRP resist rev with doxorubicin = further read-out of MRP resist rev, marked with its call; viability, %; measured here: viability with 2 uM doxorubicin; active compounds read low
NFkB transloc inh cell count 2 µM = further read-out of NFkB transloc inh, marked with its call; cell count; measured here: cells passing quality filter;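 raw number of nuclei counted in each imaged well without normalization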
IL1B NFkB pot cell count 2 µM = also measured in IL1B NFkB pot; calls as there; cell count; measured here: cells passing quality filter
An asterisk follows results filed as active; ? = inconclusive; nt = no result given. The list is partial, so the mix of outcomes need not match the whole.

smiles	Bcl-B TR3 displacers	IL1B NFkB pot	IL1B NFkB pot cell count 2 µM	NFkB transloc inh	NFkB transloc inh cell count 2 µM	MRP resist rev	MRP resist rev cytotoxicity	MRP resist rev with doxorubicin	PLAP inhibitors HTS
CCOCCCn1c(=NC(C)=O)c(C(=O)OCC)cc2c(=O)n3ccccc3nc21	-2%	?	nt	-50	134	29	82	54	-13%
CN(C)C=NC(=O)c1ccc([N+](=O)[O-])c(CS(=O)(=O)c2ccc(Cl)cc2)c1	4%	-5	105	5	105	nt	nt	nt	1%
Cc1cccc(N2CCN(C(=O)c3ccc(Cl)c(S(=O)(=O)NCc4ccco4)c3)CC2)c1C	8%	22	186	-22	186	-38	21	59	-50%
COc1ccccc1C(=O)NCCCn1cc(Br)c(C)n1	2%	-2	104	2	104	8	94	86	-15%
Cc1ccc(-c2nc(SCC(=O)NCCN3C(=O)CSC3=O)[nH]c2-c2ccc(C)cc2)cc1	6%	nt	nt	nt	nt	-8	63	71	4%
COc1cccc(-n2c(SCC(=O)NCCc3ccccc3)nnc2-c2ccoc2C)c1	-7%	nt	nt	nt	nt	10	101	90	-58%
O=C(O)c1ccc(NC(=O)c2cccs2)cc1	nt	28	124	-28	124	23	110	87	nt
COc1ccc(Cn2cccc(NC(=O)Nc3ccc(C#N)cc3)c2=O)cc1	1%	1	205	-1	205	-11	55	66	8%
O=C(O)CSc1nccn1-c1cccc(Cl)c1	-7%	3	132	-3	132	-1	89	90	-8%
CCCN1C2CCCC1CC(NC(=O)c1ccccc1)C2 (stereo not drawn)	-2%	-15	78	15	78	18	96	78	27%
O=C(CN1C(=O)C(=O)c2ccccc21)NC1CCCCC1	nt	4	163	-4	163	4	55	51	nt
Cc1cc(C)n2nc(SCC(=O)NCc3ccco3)nc2n1	3%	3	112	-3	112	3	83	80	-19%
COc1ccc(C)cc1NS(=O)(=O)c1cccc2nonc12	-3%	nt	nt	nt	nt	-6	89	95	-7%
CC(C)CCn1cnc2c([nH]c3cccc(Cl)c32)c1=O	-43%	-5	204	6	204	3	69	66	25%
COc1ccc2oc(C(=O)CCC(=O)O)c(N)c2c1	-13%	nt	nt	nt	nt	-3	93	96	3%
CN(C(=O)Cc1ccccc1)n1cnnc1	nt	-7	166	8	166	7	98	92	nt
CC(C)(C)c1ccccc1NC(=O)c1ccco1	-7%	6	185	-6	185	4	97	92	-7%
COC(=O)CSC1=C(C#N)C(c2ccc(C(C)C)cc2)CC(=O)N1 (stereo not drawn)	11%	-1	58	1	58	1	86	85	2%
O=C(c1ccc(S(=O)(=O)N2CCOCC2)cc1)N1CCN(C2=NS(=O)(=O)c3ccccc32)CC1	-7%	-8	182	8	182	4	98	94	-36%
CCOC(=O)C(/C(C)=N/NC(=O)c1ccccc1[N+](=O)[O-])C(C)C (stereo not drawn)	2%	nt	nt	nt	nt	nt	nt	nt	3%
O=C(OCCNC(=O)c1ccc2ccccc2n1)c1cccnc1	-12%	26	77	-26	77	2	82	80	1%
Cc1ccccc1N(CC(=O)N/N=C/c1ccc(Cl)cc1)C(=O)c1ccccc1	-10%	-15	181	15	181	nt	nt	nt	-51%
O=C(Nc1nc(=O)c2ccccc2s1)c1ccc(Cl)cc1	-8%	8	144	-8	144	nt	nt	nt	-17%
CCOc1ccccc1N(CC(=O)N1CCOCC1)S(=O)(=O)c1ccccc1	0%	9	151	-9	151	12	88	75	-33%
CCCOc1ccc(CC(=O)NCC2(c3ccccc3)CCOCC2)cc1OC	2%	5	163	-5	163	-17	59	75	-26%
CC(C)(C)c1ccccc1OCCCCCNCCO	0%	nt	nt	nt	nt	-21	11	32	-40%
COC(=O)c1ccc(NC(=O)COC(=O)CSc2nc(C)cc(C)n2)cc1	2%	7	111	-7	111	nt	nt	nt	-2%
Cc1sc2ncnc(SCC(=O)NCC(C)C)c2c1C	2%	11	171	-11	171	nt	nt	nt	14%
O=C(COc1ccc2ccccc2c1)Nc1ccc(Cc2ccncc2)cc1	-3%	4	128	-4	128	nt	nt	nt	12%
O=C(Nc1ccc(N2CCOCC2)cc1)c1ccncc1	nt	15	155	-15	155	19	116	97	nt
Cc1cccc2cc(CN(Cc3ccco3)C(=O)c3ccncc3)c(=O)[nH]c12	-2%	9	162	-9	162	-18	87	105	5%
COc1ccccc1C1=Nc2cccc3cccc(c23)N1	5%	-7	103	7	103	nt	nt	nt	24%
Cc1cc(OCn2ccc(C(=O)O)n2)ccc1Cl	12%	7	209	-7	209	-12	88	99	-17%
CCOC(=O)Cn1nc(-c2ccccc2)nc1-c1ccccc1	-2%	nt	nt	nt	nt	9	90	81	3%
O=C(c1cccs1)N1CCOCC1	3%	-5	126	5	126	-1	101	102	8%
CCCCCn1c(SCC(=O)OCC)nc2cc(C(=O)NCc3ccco3)ccc2c1=O	6%	1	104	-1	104	-5	75	80	0%
COc1cc(/C=N/Nc2snc(SC)c2C#N)cc(OC)c1OC	-8%	16	62	-16	62	-7	24	31	-16%
Cc1cccc(N2CCN(C3=NC(=O)C(=C4CCCCC4)S3)CC2)c1	9%	27	148	-27	148	20	98	79	-8%
Cc1ccc(NC(=O)CSc2nccn2Cc2ccccc2)cc1C	-11%	-3	162	3	162	10	97	87	15%
Cc1ccc(-n2cccc2/C=N/n2cnnc2)cc1Cl	31%	4	164	-4	164	-20	67	86	-1%
Nc1nnc(CCS(=O)(=O)c2ccc(Cl)cc2)s1	-7%	15	146	-15	146	-7	99	106	-8%
CC(C)Oc1ccc(NC(=O)c2ccncc2)cc1	4%	-6	93	6	93	23	105	82	9%
Cc1nn(-c2ccccc2)c2nc(-c3ccco3)cc(C(=O)O)c12	17%	8	175	-8	175	3	80	77	-10%
Cc1cccc(NC(=S)N/N=C/c2ccc([N+](=O)[O-])s2)c1	6%	2	186	-2	186	nt	nt	nt	11%
COc1ccc(-c2cn(-c3ccc(C)cc3)c(=O)n2CC(=O)Nc2cccc(F)c2)cc1	-4%	32	151	-32	151	-8	90	98	-18%
CCc1noc2c1/C(=N\O)CC(c1ccccc1)C2 (stereo not drawn)	-4%	21	94	-21	94	10	104	95	26%
O=c1c2c(nc3nc(CCc4ccccc4)[nH]n13)CCC2	-1%	-3	112	3	112	2	92	90	3%
COc1cccc(-n2nnnc2SCC(=O)NCCc2ccccc2)c1	6%	2	132	-2	132	11	96	85	-39%
O=S(=O)(c1ccc(F)cc1)N1CCC(N2CCN(c3ccccc3)CC2)CC1	nt	0	150	0	150	12	91	78	nt
COc1ccc(CNc2ccccc2SC)cc1OC	-17%	nt	nt	nt	nt	7	90	83	-43%

(more compounds)
smiles	Bcl-B TR3 displacers	IL1B NFkB pot	IL1B NFkB pot cell count 2 µM	NFkB transloc inh	NFkB transloc inh cell count 2 µM	MRP resist rev	MRP resist rev cytotoxicity	MRP resist rev with doxorubicin	PLAP inhibitors HTS
CSc1nnnn1-c1ccc(C(=O)OCC(=O)N2CCOCC2)cc1	0%	nt	nt	nt	nt	-3	103	106	-34%
CC(C)C[C@H](NS(=O)(=O)c1ccc(Br)cc1)C(=O)O	-4%	13	157	-13	157	-20	82	103	-12%
O=C(CN1CCOCC1)N/N=C/c1cc2ccccc2nc1Cl	-2%	0	127	0	127	nt	nt	nt	4%
COC(=O)Cc1nnc(NC(=O)C(C)C)s1	-4%	9	184	-8	184	11	105	94	12%
CCC(=O)Nc1cc2c(cc1C(C)=O)OCCO2	nt	-4	86	4	86	nt	nt	nt	nt
O=C(c1ccco1)N1CCN=C1SCc1cccnc1	2%	-12	94	12	94	1	96	95	4%
CCOc1ccc(C(=O)COC(C)=O)cc1	-4%	17	153	-17	153	nt	nt	nt	2%
C=CCn1c(SCC(=O)Nc2ccc(C(=O)OCC)cc2)nnc1-c1sc(N)nc1C	-2%	-5	113	5	113	-15	39	54	-6%
Cc1ccc(-c2nc(N)n(C(=O)c3cccnc3)n2)cc1	-4%	-2	88	2	88	-2	94	96	7%
COc1ccc2c(c1)CCc1c(C(=O)Nc3c(C)n(C)n(-c4ccccc4)c3=O)noc1-2	-9%	-4	132	4	132	4	95	91	-1%
COCCCNC(=O)COc1ccc(Cl)c(C)c1	-2%	nt	nt	nt	nt	25	120	94	-11%
O=C1C2N=NN(CC(=O)N3N=C(c4cccc5ccccc45)CC3c3ccccc3)C2C(=O)N1c1ccccc1 (stereo not drawn)	nt	-10	107	10	107	0	71	71	nt
CNc1cc(CSC)nc(SCc2ccc(Cl)c(Cl)c2)n1	-11%	2	161	-2	161	nt	nt	nt	-5%
O=C(NCc1cccnc1)Nc1cccc(NC(=O)NCc2cccnc2)c1	4%	nt	nt	nt	nt	2	84	82	-4%
Nc1cccc2c1C(=O)N(C(=O)c1cccc(S(=O)(=O)N3CCCCCC3)c1)C2=O	-2%	8	206	-8	206	nt	nt	nt	7%
N#Cc1nc(-c2ccccc2F)oc1NCCc1ccccn1	2%	nt	nt	nt	nt	7	97	90	22%
COC(=O)CSc1nc2sc3c(c2c(=O)n1C1CCCCC1)CCN(C)C3	-63%	6	56	-6	56	7	85	78	-62%
OCCN(Cc1ccccc1)CC1CCCCC1	-6%	-3	128	3	128	-2	101	102	10%
Cc1cccc(C)c1OCC(O)CNC(C)C (stereo not drawn)	2%	nt	nt	nt	nt	6	91	85	-7%
CCN(C(=O)CSc1nnc(-c2ccccc2Cl)n1C1CCCC1)C1CCS(=O)(=O)C1 (stereo not drawn)	-7%	-1	159	1	159	5	85	80	-64%

Shown with values under each structure: ten of the compounds above
Results follow in this order: Bcl-B TR3 displacers	IL1B NFkB pot	IL1B NFkB pot cell count 2 µM	NFkB transloc inh	NFkB transloc inh cell count 2 µM	MRP resist rev	MRP resist rev cytotoxicity	MRP resist rev with doxorubicin	PLAP inhibitors HTS
- COc1ccc2c(c1)CCc1c(C(=O)Nc3c(C)n(C)n(-c4ccccc4)c3=O)noc1-2
  -9%	-4	132	4	132	4	95	91	-1%
- COCCCNC(=O)COc1ccc(Cl)c(C)c1
  -2%	nt	nt	nt	nt	25	120	94	-11%
- O=C1C2N=NN(CC(=O)N3N=C(c4cccc5ccccc45)CC3c3ccccc3)C2C(=O)N1c1ccccc1 (stereo not drawn)
  nt	-10	107	10	107	0	71	71	nt
- CNc1cc(CSC)nc(SCc2ccc(Cl)c(Cl)c2)n1
  -11%	2	161	-2	161	nt	nt	nt	-5%
- O=C(NCc1cccnc1)Nc1cccc(NC(=O)NCc2cccnc2)c1
  4%	nt	nt	nt	nt	2	84	82	-4%
- Nc1cccc2c1C(=O)N(C(=O)c1cccc(S(=O)(=O)N3CCCCCC3)c1)C2=O
  -2%	8	206	-8	206	nt	nt	nt	7%
- N#Cc1nc(-c2ccccc2F)oc1NCCc1ccccn1
  2%	nt	nt	nt	nt	7	97	90	22%
- COC(=O)CSc1nc2sc3c(c2c(=O)n1C1CCCCC1)CCN(C)C3
  -63%	6	56	-6	56	7	85	78	-62%
- OCCN(Cc1ccccc1)CC1CCCCC1
  -6%	-3	128	3	128	-2	101	102	10%
- Cc1cccc(C)c1OCC(O)CNC(C)C (stereo not drawn)
  2%	nt	nt	nt	nt	6	91	85	-7%

The list continues:
smiles	Bcl-B TR3 displacers	IL1B NFkB pot	IL1B NFkB pot cell count 2 µM	NFkB transloc inh	NFkB transloc inh cell count 2 µM	MRP resist rev	MRP resist rev cytotoxicity	MRP resist rev with doxorubicin	PLAP inhibitors HTS
CSc1nc2nc(-c3ccccc3)cc(C(F)(F)F)n2n1	-5%	16	150	-16	150	-11	69	80	-2%
CCOc1cccc(-c2nnc3sc(-c4ccco4)nn23)c1	-4%	nt	nt	nt	nt	-3	77	80	14%
Cc1cccc(C)c1NC(=O)c1ccc(-c2ccc(Cl)cc2Cl)o1	-11%	7	156	-7	156	-5	91	96	6%
CC1(C)CC(=O)C(C=Nc2cccc(/N=C/C3=C(O)CC(C)(C)CC3=O)n2)=C(O)C1	-10%	-3	191	3	191	-11	95	105	16%
